From PubChem
CCR6 antagonist: CCR6 (human) receptor antagonism | CHO-K1 CCR6 PathHunter beta-arrestin, luminescence, CCL20-stimulated | actives 0.49% (n = 340,000) | P51684 | AID 493098 | inhibition, % at 20 µM;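 active means compounds whose inhibition of the agonist-driven luminescence signal at 20 µM reaches about 50%, limit read from the data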;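 further: cells stimulated with CCL20 at 14 nM final; plate controls were DMSO with CCL20 for no effect and DMSO without agonist for full effect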
EBI2 block: antagonists of human EBI2 receptor; P32249; inhibition, % at 5 µM; AID 651636; actives 0.81% (n = 360,000); EBI2 beta-arrestin recruitment, luminescence, 7a,25-OHC stimulated; in the data active means inhibition above about 38%;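 further: enzyme fragment complementation signal reports receptor beta-arrestin coupling in cells; 0% = agonist plus DMSO wells and 100% = wells without agonist; some results beyond the cut were filed as inactive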
Jurkat NFkB inh: inhibitors of the PMA/ionomycin-induced NF-kB reporter in Jurkat cells; PMA/ionomycin-induced NF-kB luciferase reporter, luminescence; inhibition, % at 4 µM; actives 0.53% (n = 330,000); AID 435003; in the data active means inhibition above about 50%
UBC13 polyUb: inhibitors of human UBC13 polyubiquitin chain formation. P61088. TR-FRET. inhibition, % at 20 µM. actives 0.47% (n = 330,000). AID 485273; in the data active means inhibition above about 45%, passing the limit was not always enough
Target sequence (P61088 whole entry, looked up): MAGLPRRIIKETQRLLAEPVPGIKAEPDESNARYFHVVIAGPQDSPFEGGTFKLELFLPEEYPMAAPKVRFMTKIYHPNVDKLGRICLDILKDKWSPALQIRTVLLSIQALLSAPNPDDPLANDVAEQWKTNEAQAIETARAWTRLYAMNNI
CXCR6 inh: inhibitors of human CXCR6 receptor | actives 0.36% (n = 360,000) | CHO-K1 PathHunter CXCR6 beta-arrestin, luminescence | inhibition, % at 20 µM; in the data active means inhibition above about 34%, passing the limit was not always enough;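 further: antagonist mode with CXCL16 agonist at 10 nM final; 0% = 10 nM CXCL16 with DMSO and 100% = unstimulated wells without agonist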
Target sequence (O00574 whole entry, looked up): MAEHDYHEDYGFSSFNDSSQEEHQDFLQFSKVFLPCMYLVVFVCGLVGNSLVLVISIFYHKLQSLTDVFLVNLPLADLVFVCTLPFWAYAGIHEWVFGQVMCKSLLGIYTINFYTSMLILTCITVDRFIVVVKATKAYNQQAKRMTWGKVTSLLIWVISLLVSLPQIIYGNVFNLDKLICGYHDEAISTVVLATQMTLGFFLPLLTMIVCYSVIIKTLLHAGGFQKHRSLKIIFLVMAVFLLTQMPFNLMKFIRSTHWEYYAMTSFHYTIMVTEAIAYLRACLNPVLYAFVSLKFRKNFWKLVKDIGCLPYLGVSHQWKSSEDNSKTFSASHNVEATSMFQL
697 NFkB inh: lowers PMA/ionomycin-induced NF-kB signal in 697 B cells | inhibition, % at 4 µM | actives 0.33% (n = 330,000) | 697 B-cell NF-kB luciferase reporter, 16 h; in the data active means inhibition above about 35%
APJ antagonist: blocks the human apelin receptor APJ. P35414. CHO-K1 APJ beta-arrestin complementation, luminescence. actives 0.32% (n = 330,000). inhibition, % at 20 µM;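 active means inhibition above about 40% at 20 µM, limit read from the data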;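 further: cells challenged with 10 nM apelin-13 agonist together with compound; plate controls were apelin-13 plus DMSO wells for no effect and DMSO wells lacking apelin-13 for full effect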
Target sequence (P35414 whole entry, looked up): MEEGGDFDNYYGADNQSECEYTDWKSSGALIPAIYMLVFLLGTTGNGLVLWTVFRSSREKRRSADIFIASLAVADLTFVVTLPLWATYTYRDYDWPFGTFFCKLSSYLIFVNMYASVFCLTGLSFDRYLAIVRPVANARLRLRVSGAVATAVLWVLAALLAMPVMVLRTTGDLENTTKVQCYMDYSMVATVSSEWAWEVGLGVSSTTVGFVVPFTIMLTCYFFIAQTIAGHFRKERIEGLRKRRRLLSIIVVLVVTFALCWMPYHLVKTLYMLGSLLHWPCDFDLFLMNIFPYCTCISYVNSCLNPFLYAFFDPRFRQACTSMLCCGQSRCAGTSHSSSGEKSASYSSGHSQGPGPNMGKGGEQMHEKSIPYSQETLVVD
Gli-Sufu antag: Gli-Sufu pathway antagonism; Sufu-KO-LIGHT fibroblasts, Gli luciferase reporter luminescence; inhibition, % at 5 µM; actives 0.74% (n = 340,000); AID 588413;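 active means inhibition above about 55%, limit read from the data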;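 further: 0% = DMSO-treated cells and 100% = wells with medium but no cells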
* = called active by the depositor; . = no result given.

cpd	canonical_smiles	CCR6 antagonist	EBI2 block	Jurkat NFkB inh	UBC13 polyUb	CXCR6 inh	697 NFkB inh	APJ antagonist	Gli-Sufu antag
1	Cc1ccc2c(c1)/C(=N/N1C(=O)c3ccccc3C1=O)C(=O)N2	-1	-1	-15	-15	2	-6	5	-1
2	CC1(C(=O)OCC(=O)NCCNC(=O)COC(=O)C2(C)CC2(Cl)Cl)CC1(Cl)Cl (stereo unspecified)	-28	0	12	-2	-5	2	18	-2
3	Cc1ccc(CNC(=O)c2ccc(CN3CCOCC3)cc2)cc1	6	13	-3	6	3	-8	-4	2
4	C=CCn1c(SCc2ccccc2)nnc1-c1cccnc1	-1	-9	-6	1	3	2	13	1
5	O=C(O/N=C1/CCCc2occc21)c1ccccc1	-10	14	-2	-8	3	15	-12	-1
6	COc1ccc(C2Nc3ccccc3C(=O)N2NS(C)(=O)=O)cc1OC (stereo unspecified)	-2	-6	19	16	4	28	-6	2
7	CCc1nnc(NC(=O)CCC(=O)NC2CCCCCC2)s1	3	-2	1	-3	4	5	-35	-1
8	Cc1ccc(NC(=O)C/C(N)=N/OC(=O)Nc2cccc(C)c2)cc1	-18	4	-5	6	-34	20	-137	-12
9	Cc1cc(N/N=C/c2ccccc2Br)nc2ccccc12	14	29	-18	7	1	-29	3	-25
10	S=c1[nH]ncn1-c1ccccn1	-17	-6	-4	-3	2	0	12	35
11	O=C(NNC(=O)C1COc2ccccc2O1)c1ccccc1O (stereo unspecified)	-6	-3	10	1	-15	-1	5	0
12	Cn1c(-c2ccc(C(F)(F)F)cc2)cc2onc(-c3ccccc3)c2c1=O	-7	29	-242	26	-6	-391	-6	-116
13	O=C(COC(=O)[C@H](Cc1ccccc1)NC(=O)c1ccco1)Nc1ccccc1OC(F)F	-18	4	9	11	-8	15	-20	-4
14	COc1ccc(-c2nsc3c(N4CCCC4)ncnc23)cc1	-3	-1	-77	7	3	-458	8	-7
15	CC(C)c1ccc(/C=C/C(=O)Nc2nn[nH]n2)cc1	.	.	-9	-9	.	0	-5	.
16	CCn1c(C)c(C)c2cc(C(=O)N3CCN(c4cccc(C)c4C)CC3)ccc21	3	15	9	8	14	7	0	-9
17	CCN(C(=O)C1CCN(S(=O)(=O)c2ccc3c(c2)oc(=O)n3C)CC1)c1cccc(C)c1	-1	3	12	4	-3	12	6	-3
18	Cc1nnc2n(C3CCCCC3)c(=O)c3c4c(sc3n12)COC(C)(C)C4	-22	-4	-8	-5	6	-7	7	6
19	O=C(Nc1cc(Cl)ccc1N1CCOCC1)c1ccncc1	2	-19	14	6	-5	12	-3	-4
20	O=C(CCCN1C(=O)c2cccc3cccc(c23)C1=O)Nc1nccs1	5	5	-11	-2	0	14	4	2
21	COc1ccc(Cl)c2sc(N(Cc3cccnc3)C(C)=O)nc12	1	5	2	18	5	1	8	-51
22	Cc1ccc(N(CC(O)CN2C(=O)NC(C)(C)C2=O)S(=O)(=O)c2ccc([N+](=O)[O-])cc2)cc1 (stereo unspecified)	-9	3	17	1	-3	2	-84	-5
23	COc1ccc(C2/C=C\CN(C(=O)OCc3ccccc3)CC(=O)N2Cc2ccc(F)cc2)cc1 (stereo unspecified)	11	-6	-4	11	13	1	-4	1
24	COc1cccc(C(=O)OCCNC(=O)c2cccnc2)c1	6	-1	-10	-1	4	6	1	-14
25	COc1ccc(C(C(=O)NC2CCCCC2)N(C(=O)CCCC(=O)Nc2ccccn2)c2ccc3c(c2)OCCO3)cc1 (stereo unspecified)	4	24	-4	5	4	15	13	3

Profiles from above:
Record of `CC(C)c1ccc(/C=C/C(=O)Nc2nn[nH]n2)cc1` = CCR6 antagonist: .; EBI2 block: .; Jurkat NFkB inh: -9; UBC13 polyUb: -9; CXCR6 inh: .; 697 NFkB inh: 0; APJ antagonist: -5; Gli-Sufu antag: .
Record of `Cc1ccc2c(c1)/C(=N/N1C(=O)c3ccccc3C1=O)C(=O)N2` = CCR6 antagonist: -1; EBI2 block: -1; Jurkat NFkB inh: -15; UBC13 polyUb: -15; CXCR6 inh: 2; 697 NFkB inh: -6; APJ antagonist: 5; Gli-Sufu antag: -1
Record of `COc1ccc(-c2nsc3c(N4CCCC4)ncnc23)cc1` = CCR6 antagonist: -3; EBI2 block: -1; Jurkat NFkB inh: -77; UBC13 polyUb: 7; CXCR6 inh: 3; 697 NFkB inh: -458; APJ antagonist: 8; Gli-Sufu antag: -7

Entries listed so far that contain an NH in an aromatic ring (two):
cpd	canonical_smiles	CCR6 antagonist	EBI2 block	Jurkat NFkB inh	UBC13 polyUb	CXCR6 inh	697 NFkB inh	APJ antagonist	Gli-Sufu antag
10	S=c1[nH]ncn1-c1ccccn1	-17	-6	-4	-3	2	0	12	35
15	CC(C)c1ccc(/C=C/C(=O)Nc2nn[nH]n2)cc1	.	.	-9	-9	.	0	-5	.

Molecules above containing fluorine:
cpd	canonical_smiles	CCR6 antagonist	EBI2 block	Jurkat NFkB inh	UBC13 polyUb	CXCR6 inh	697 NFkB inh	APJ antagonist	Gli-Sufu antag
12	Cn1c(-c2ccc(C(F)(F)F)cc2)cc2onc(-c3ccccc3)c2c1=O	-7	29	-242	26	-6	-391	-6	-116
13	O=C(COC(=O)[C@H](Cc1ccccc1)NC(=O)c1ccco1)Nc1ccccc1OC(F)F	-18	4	9	11	-8	15	-20	-4
23	COc1ccc(C2/C=C\CN(C(=O)OCc3ccccc3)CC(=O)N2Cc2ccc(F)cc2)cc1 (stereo unspecified)	11	-6	-4	11	13	1	-4	1

New compounds follow
cpd	canonical_smiles	CCR6 antagonist	EBI2 block	Jurkat NFkB inh	UBC13 polyUb	CXCR6 inh	697 NFkB inh	APJ antagonist	Gli-Sufu antag
26	COc1ccc(S(=O)(=O)N2CCOC2CNC(=O)C(=O)NCCCN(C)C)cc1C (stereo unspecified)	-1	6	14	21	4	9	-28	-2
27	CCOC(=O)c1ccc(Cl)c(NC(=O)c2cccnc2)c1	.	.	14	-2	.	3	-7	.
28	Cc1cc(N2CCN(c3cccc(C)c3C)CC2)nc(-c2ccccc2)n1	6	23	-1	2	1	1	21	3
29	COc1ccc(/C=C/C(=O)NCC(=O)N/N=C(/C)c2ccc(Cl)cc2)cc1	2	-6	-6	-5	10	-16	-1	35
30	Cc1nc2ccccc2n1CCN1CCOCC1	0	0	2	-7	-4	0	5	34
31	CCOCCCNC(=O)c1ccc2c(c1)N=C(CC)c1cc(Br)ccc1S2	19	-3	78*	24	15	-251	0	41
32	COc1ccc(CN2CCNC(=O)C2CC(=O)NC2CCOCC2)cc1C (stereo unspecified)	-7	-1	1	0	6	-14	11	4
33	Cc1cc(S(=O)(=O)NCC(C)C)ccc1OCC(=O)NCC1CCCO1 (stereo unspecified)	4	-10	2	12	-11	10	13	1
34	Nc1ccc(-c2n[nH]c(=O)c3ccccc23)cc1N	19	4	17	-9	-6	16	-2	29
35	CC(C)C[C@H]1CNC(=O)C(=O)N1C[C@H](C)NC(=O)Cc1ccccc1	-10	7	-10	-12	8	0	8	-11
36	CCc1ccc2oc(C(=O)N3CCN(c4ccccc4OC)CC3)cc(=O)c2c1	15	91*	23	-7	-5	-16	4	1
37	O=C(CCCn1c(=O)[nH]c2ccsc2c1=O)N1CCN(Cc2ccc3c(c2)OCO3)CC1	-8	-5	-4	35	-6	-6	-9	-2
38	O=C1C=C(c2ccc(C(=O)O)cc2)C[C@@H](c2ccc(Cl)cc2)C1	12	-4	-4	-10	0	0	2	23
39	C=CCn1cccc(C(=O)Nc2ccc(C)c(Cl)c2)c1=O	2	15	.	.	2	.	.	-66
40	Cc1noc(C)c1COC(=O)Cc1ccc(Br)cc1	15	0	-2	2	-4	-12	-11	-8
41	Cc1ccc(-n2c(SCC(=O)NC3CCS(=O)(=O)C3)nc3ccccc3c2=O)cc1 (stereo unspecified)	18	1	-4	-3	16	7	13	-6
42	Cc1cc(C)nc(Nc2ccc(Cl)cc2C)n1	11	-8	-2	-2	-3	-11	-3	3
43	Cc1ccc(S(=O)(=O)N/N=C\c2cn(CC(N)=O)c3ccccc23)cc1	11	-4	10	2	-6	18	5	-10
44	COCCn1c(SCC(=O)Nc2ccc(C)cc2)nc2c(oc3ccccc32)c1=O	4	16	-4	-18	4	2	-6	2
45	NC(=O)c1ncn([C@@H]2O[C@H](CNC(=O)[C@@H](N)Cc3cccnc3)[C@@H](O)[C@H]2O)n1	-6	-10	.	.	11	.	.	1
46	O=c1oc(-c2ccc([N+](=O)[O-])cc2)nc2ccc(O)cc12	11	-11	-13	-17	-2	17	-37	5
47	CCC(C)C(NC(=O)C1CCC(C)CC1)C(=O)Nc1cc(OC)ccc1OC (stereo unspecified)	-8	0	10	5	-1	4	8	1
48	CCOc1ccccc1NC(=O)c1ccc(S(=O)(=O)N(C)C)cc1	14	39	-15	-3	-5	-4	11	-9
49	O=C1N[C@H](Cc2ccccc2)COC(=O)[C@H](Cc2ccc(F)cc2)C/C=C\C[C@H]1CC(=O)N(CCO)Cc1ccccc1	14	7	-8	-8	33	7	16	23
50	CN(Cc1cnccn1)Cc1nc(Cc2ccccc2F)no1	1	-5	5	14	-1	3	15	3

Shown with two lines to a compound: 2 of the compounds above.
Every second line gives: CCR6 antagonist	EBI2 block	Jurkat NFkB inh	UBC13 polyUb	CXCR6 inh	697 NFkB inh	APJ antagonist	Gli-Sufu antag
42) Cc1cc(C)nc(Nc2ccc(Cl)cc2C)n1
  11	-8	-2	-2	-3	-11	-3	3
43) Cc1ccc(S(=O)(=O)N/N=C\c2cn(CC(N)=O)c3ccccc23)cc1
  11	-4	10	2	-6	18	5	-10

Other records
cpd	canonical_smiles	CCR6 antagonist	EBI2 block	Jurkat NFkB inh	UBC13 polyUb	CXCR6 inh	697 NFkB inh	APJ antagonist	Gli-Sufu antag
51	NS(=O)(=O)c1cccc(NC(=O)CN2C(=O)C(=O)N(Cc3ccccc3)C2=O)c1	8	0	9	5	-2	16	5	7
52	O=C(CN1CCN(c2ccccc2)CC1)Nc1ccc(-n2cnnn2)cc1	-7	-21	-3	2	-4	9	12	-9
53	Cc1ccc(C)c(N2CCN(S(=O)(=O)c3cn(C)cn3)CC2)c1	-2	-9	1	-9	10	-10	18	-9
54	COc1cccc(CNC(=O)C(=O)NCC2CCCN2S(=O)(=O)c2cc(C)ccc2C)c1 (stereo unspecified)	8	3	9	1	-11	-20	-25	0
55	CCOC(=O)C1CCCN(C(=O)c2cccc(S(=O)(=O)N(Cc3ccccc3)c3ccccc3OC)c2)C1 (stereo unspecified)	3	12	10	0	7	3	20	4
56	CCCCCC(=O)N/N=C(\C)c1ccccn1	38	2	1	2	27	-4	26	-8
57	COc1ccc(-c2cc(C(=O)N3CCOCC3)c3cc(C)ccc3n2)cc1	7	2	5	21	5	-49	-12	-5
58	Cc1ccc2nc(Cl)c(/C=N/Nc3nc(C)cc(C)n3)c(=O)n2c1	10	24	2	-4	16	-14	0	8
59	CCC(=O)c1ccc(OCC(O)CN2CC(C)OC(C)C2)cc1 (stereo unspecified)	-2	-10	2	0	-12	23	22	43
60	O=C(/C=C\c1ccc2c(c1)OCO2)NC1(C(=O)Nc2ccc3c(c2)OCCO3)CCCCC1	4	1	-8	-3	6	14	7	2
61	Cn1c(CNc2cccc(Cl)c2)nnc1SCC(=O)OC1CCCCC1	-1	-18	-18	2	-4	-16	-7	7
62	Cc1nn(CCOc2ccccc2)c(=O)n1-c1ccc(F)cc1	6	0	-30	-15	11	-38	-11	5
63	COc1ccc(CCNC(=O)CNCCc2ccc(F)cc2)cc1	2	3	-37	6	-6	-22	9	6
64	Cc1c(NC(=O)/C(C#N)=C/c2ccc(-c3ccccc3Cl)o2)c(=O)n(-c2ccccc2)n1C	19	21	18	4	7	22	-22	0
65	Cc1ccc(-c2nnn(CC(=O)N(CC3CCCO3)C(C(=O)NC3CCCCC3)c3ccc(F)cc3)n2)o1 (stereo unspecified)	-10	-18	8	12	2	18	11	7
66	CC(=O)N1N=C(c2ccccc2)CC1c1ccc(F)cc1 (stereo unspecified)	15	1	11	-1	-2	15	12	-3

Compounds were not picked by outcome; about 3% have a hit in one of these screens.
